Vif-APOBEC3F blk – inhibitors of Vif-A3F interaction; 390,000 tested, 0.2% active; Potency, µM (highest dose often 46.1 µM), for inactives: at the top dose activity, negative = active; HeLa A3F-eYFP + Vif (tagged APOBEC3F with the HIV-1 protein that degrades it), YFP fluorescence increase; note: potency is the fitted concentration of half-maximal effect; % of control where 0% means no effect; nearly all actives have a fitted effect of over 65% in size
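HeLa cells stably expressing Vif plus C-terminally eYFP-tagged A3F were seeded, incubated overnight at 37 deg C, dosed with compound, incubated overnight again at 37 deg C. Yellow fluorescence (Ex 488/Em 500-530) reported blocked Vif-mediated A3F-eYFP degradation.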
mIDH1 inhibitor – blocks human mutant IDH1 R132H enzyme | 390,000 tested, 0.093% active | IDH1-R132H enzyme, NADPH consumption, diaphorase/resazurin fluorescence | O75874 | AID 602179 | Potency, µM (highest dose often 76.6 µM), for inactives: at the highest dose activity change, negative = inhibition, usual class: inhibitors; note: potency is the fitted concentration of half-maximal effect; % is set by controls: 0 for no effect and ±100 for the full control effect; nearly all actives have a fitted effect of over 65% in size
Target sequence (O75874 whole entry R132H, stated change not applied): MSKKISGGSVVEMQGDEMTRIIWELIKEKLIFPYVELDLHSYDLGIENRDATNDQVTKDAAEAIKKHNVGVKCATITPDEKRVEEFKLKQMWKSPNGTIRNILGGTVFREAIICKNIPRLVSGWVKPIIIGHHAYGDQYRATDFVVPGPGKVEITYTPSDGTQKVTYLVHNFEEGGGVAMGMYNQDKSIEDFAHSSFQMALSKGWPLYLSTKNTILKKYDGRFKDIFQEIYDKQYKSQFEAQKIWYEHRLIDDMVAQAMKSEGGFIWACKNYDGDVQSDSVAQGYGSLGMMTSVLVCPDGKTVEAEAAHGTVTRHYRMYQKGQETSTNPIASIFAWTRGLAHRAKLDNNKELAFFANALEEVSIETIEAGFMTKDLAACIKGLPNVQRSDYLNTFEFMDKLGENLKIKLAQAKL
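IDH1-R132H (0.5 ug/mL dispensed) in pH 7.5 Tris buffer was preincubated 30 min with compound, then given a substrate mix of 0.016 mM NADPH and 2 mM alpha-KG for 80 min at room temperature; remaining NADPH was read by diaphorase/resazurin fluorescence.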
TrxR1 substrate – is turned over as a substrate by rat TrxR1 | purified TrxR1 substrate turnover, NADPH consumption readout | Potency, µM (series often up to 114 µM), for inactives: at the top dose activity change, negative = substrate turnover | 390,000 tested, 0.01% active | AID 588456; note: potency is the fitted concentration of half-maximal effect; % is set by controls: 0 for no effect and ±100 for the full control effect; nearly all actives have a fitted effect of over 50% in size
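Rat TrxR1, dispensed at 90 nM, was prereduced with 400 uM NADPH (final) for 5 min at ~22 deg C, then incubated with compound 15 min before 400 uM selenite. A first-read NADPH fluorescence drop versus no-compound background flagged substrates.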
Vif-A3G inh – Vif-A3G binding inhibition. Q9HC16. HeLa A3G-eYFP + Vif (tagged APOBEC3G with the HIV-1 protein that degrades it), YFP fluorescence, overnight. Potency, µM (top dose mostly 46.1 µM), inactives show top-dose activity, negative = active, most hits filed as inhibitors. 410,000 tested, 0.076% active. AID 602310;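 note: potency is the fitted concentration of half-maximal effect; % is set by controls: 0 for no effect and ±100 for the full control effect; nearly all actives have a fitted effect of over 60% in size; hits raise eYFP signal because A3G escapes Vif-driven loss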
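Read-out is eYFP fluorescence (Ex 488/Em 500-530) from Vif-expressing HeLa A3G-eYFP cells; more signal means A3G escaped Vif-mediated degradation. Cells plated overnight, compound pinned in, incubated overnight at 37 deg C.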
PI4K2A block – blocks human PI4K2A kinase activity; purified PI4K2A, ADP-Glo luminescence, 1 h; stronger effect = lower value; activity change, negative = inhibition, % at 76.9 µM; 420,000 tested, 0.13% active; AID 1346378; in the data active = activity change below about -50%; inconclusive = mostly about -30% to -49%;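 note: -100% = wells without enzyme as full effect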
Target sequence (Q9BTU6 whole entry, looked up): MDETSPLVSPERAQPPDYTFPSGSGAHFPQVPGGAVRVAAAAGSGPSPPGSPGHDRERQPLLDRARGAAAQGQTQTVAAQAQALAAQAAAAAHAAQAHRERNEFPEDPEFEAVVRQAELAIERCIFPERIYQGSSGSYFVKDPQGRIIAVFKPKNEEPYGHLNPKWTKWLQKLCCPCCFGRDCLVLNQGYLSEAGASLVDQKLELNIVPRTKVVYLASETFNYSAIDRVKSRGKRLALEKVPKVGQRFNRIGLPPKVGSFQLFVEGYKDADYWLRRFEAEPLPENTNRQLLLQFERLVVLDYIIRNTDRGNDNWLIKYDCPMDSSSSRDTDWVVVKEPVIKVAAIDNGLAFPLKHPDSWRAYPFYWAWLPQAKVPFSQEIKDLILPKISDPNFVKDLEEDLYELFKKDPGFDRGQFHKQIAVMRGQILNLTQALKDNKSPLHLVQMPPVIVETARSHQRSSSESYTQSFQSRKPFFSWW
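Compounds are screened against recombinant PI4K2A using PI as substrate and ATP, the latter dispensed at 300 microM. Reactions run one hour at ambient temperature before ADP-Glo detection; full inhibition defined by wells lacking enzyme.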
Glioma ERSR ind – ER stress response induction in glioma; U87-MG GRP78 promoter luciferase reporter, 16 h; Potency, µM, for the others: at the top dose activation, hits mostly activators; 420,000 tested, 0.02% active; note: potency is the fitted concentration of half-maximal effect; series mostly up to about 76 µM; % of control where 0% means no effect; nearly all actives have a fitted effect of over 35% in size
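Stably transfected U87-MG human glioma cells carrying a GRP78-based luminescent sensor were seeded at 1000 cells/well, pin-dosed with compounds and incubated 16 h. Luciferase reagent was then added, and end-point luminescence was read after 10 min at room temperature.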
LDHA block – inhibitors of human lactate dehydrogenase A; purified LDHA, NADH/diaphorase-resazurin fluorescence; stronger effect = lower value; activity change, % (values are at about 110 or 230 µM); 480,000 tested, 0.15% active; in the data active = activity change below about -30%; inconclusive = mostly about -25% to -30%;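 note: plate controls were DMSO wells for no effect and wells without enzyme for full effect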
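Remaining NADH was detected by diaphorase (0.133 mg/mL) converting 37 µM resazurin to fluorescent resorufin, read at 0 and 20 minutes. The preceding 5-minute room-temperature reaction used 2 nM LDHA, 0.2 mM sodium pyruvate and 0.06 mM NADH at pH 7.4.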
USP1 inh – inhibitors of human USP1/UAF1 deubiquitinase; O94782; AID 743255; recombinant USP1/UAF1, Ub-Rhodamine cleavage fluorescence; 390,000 tested, 0.23% active; Potency, µM (titrated, usually from 57.1 µM), for the others: at the highest dose activity change, negative = inhibition, hits mostly inhibitors; note: potency is the fitted concentration of half-maximal effect; % is set by controls: 0 for no effect and ±100 for the full control effect; nearly all actives have a fitted effect of over 60% in size; inactives centre near -12
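Step one: compound is pinned into 1nM USP1/UAF1 in HEPES pH 7.8 buffer with TCEP. Step two: 15 min room-temperature incubation. Step three: Ub-Rho (150nM final) starts cleavage, tracked by fluorescence over six one-minute reads.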
RXFP1 ag – RXFP1 (human) receptor agonism. Q9HBX9. HEK293T-RXFP1 cAMP TR-FRET, 30 min; response scale: percent of porcine relaxin response, buffer zero. Potency, µM (series often up to 57.5 µM), for inactives: at the highest dose activation, most hits filed as activators. 370,000 tested, 0.3% active. AID 2676; note: potency is the fitted concentration of half-maximal effect; % is set by controls: 0 for no effect and ±100 for the full control effect; nearly all actives have a fitted effect of over 60% in size; many of its hits are not listed in these tables
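HEK293 cells stably expressing RXFP1, treated 30 min at 37C with compounds plus PDE4 inhibitor Ro 20174; cAMP measured by HTRF TR-FRET. Normalized to buffer and 29 nM porcine relaxin; EC50 by Hill fit.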
The depositor's hits bear a star; ? = inconclusive; . = not tested or not shown; & = joins results of further samples; [ ] = remark or other dose. Unless noted, calls come from the whole dose curve; as a rule, active = well fitted curve in the direction sought with a large enough effect; inconclusive = small, poorly fitted or top-dose-only effect, or another doubt; inactive = no such curve, though single readings can be large; an effect the other way counts as inactive or inconclusive. Some of the compounds tested (hit frequency here may not be typical).

SMILES | Vif-APOBEC3F blk | mIDH1 inhibitor | TrxR1 substrate | Vif-A3G inh | PI4K2A block | Glioma ERSR ind | LDHA block | USP1 inh | RXFP1 ag
COC(=O)c1ccc(NC(=O)c2ccccc2SC)cc1 | -17% | 3% | -11% | -7% | 0 | 4% | -6 | -1% | 1.5%
CCCn1c(SCC(=O)c2c[nH]c3ccccc23)nnc1-c1ccncc1 | -1% | 9% | 4% | -12% | 0 | -2% | -2 | -15% | 0.8%
CCCn1nc(C(=O)NCCN2CCOCC2)c2ccccc2c1=O | -4% | 13% | 4%[57.1 µM] | 0% | -6 | -1% | -19&1 | -1% | 4.4%
Clc1ccc(CN2CCN(c3ncccn3)CC2)cc1 | 4% | 8% | 6%[57.1 µM] | 3% | 1 | 0% | -10 | -5% | -0.7%
COc1ccc(N2CCN(C(c3ccco3)c3sc4nc(C)nn4c3O)CC2)cc1 (stereo not drawn) | -5% | 0% | -6% | 0% | -1 | -3% | 2 | -5% | -0.8%
c1cc(-c2noc(CC3CCCCC3)n2)ccn1 | -4% | 14% | -2% | 4% | 6 | 4% | 0 | -2% | 0.3%
Cc1ccc(NCSc2ccc(Cl)cc2)cc1 | -9% | 7% | 6%[57.1 µM] | -3% | 2 | 6% | -3 | -6% | .
CCn1cc(CNC(=O)C2CCC(=O)N(CCc3cccc(F)c3)C2)cn1 (stereo not drawn) | -23% | -2% | -6% | 0% | 8 | -2% | -5 | -15% | -0.3%
COc1ccccc1NC(=O)CN1CCN(CC(=O)Nc2ccc(S(N)(=O)=O)cc2)CC1 | -6% | -11% | -4% | -1% | 2 | 2% | -6 | -5% | 0.9%
CCOC(=O)N1CCN(C(=O)CSc2nnc(-c3ccc(C)c(C)c3)o2)CC1 | -2% | -1% | 8%[57.1 µM] | -4% | -1 | -3% | -4 | -7% | 0.2%
CCC(=O)Nc1cccc(C2=NOC3(C2)C[C@@H](C(N)=O)N(C(=O)c2ccccc2C(=O)c2ccccc2)C3)c1 (stereo partly drawn) | 3% | -5% | -1% | -5% | 2 | -3% | 0 | -16% | -0.6%
Cc1ccc(/C=N/NC(=O)C(C)Oc2cccc3ccccc23)o1 (stereo not drawn) | -1% | 18% | -1% | -4% | -1 | -2% | 2 | -5% | 0.9%
O=C(CCNC(=O)c1ccc(Br)o1)NCc1ccccc1Cl | 6% | 0% | 7% | 1% | -2 | -7% | -3 | -10% | -0.6%
CN1CCN(c2ccc(S(=O)(=O)N3CCOCC3)cc2NC(=O)CC(C)(C)C)CC1 | -7% | 0% | 1% | 1% | -2 | 1% | -4 | 1% | 3.1%
O=S(=O)(NCc1ccc2c(c1)OCO2)c1cccc(S(=O)(=O)N2CCOCC2)c1 | 3% | 0% | -5% | 0% | 10 | -1% | -2 | -7% | 0.7%
Oc1ccccc1Oc1c(F)c(F)nc(N2CCCC2)c1F | 2% | -1% | -6% | -2% | 1 | -2% | 7 | -23% | 1.6%
Cc1ccc(NC(=S)NC(NC(=O)c2ccco2)C(Cl)(Cl)Cl)cc1 (stereo not drawn) | -2% | 4% | -6% | -9% | 5 | 1% | -11 | -20% | -0.2%
CCCn1c(N)c(Sc2ccc(Cl)cc2)c(=O)n(CCC)c1=O | -17% | 6% | -5% | -8% | 3 | -3% | -2 | -7% | 1.0%
CC(C)(CNC(=O)c1cccs1)N1CCOCC1 | -3% | 4% | 2% | 1% | 4 | -2% | -8 | -9% | -1.1%
CCCNC(=O)C1(C)CCN(C(=O)c2cc(C)n(C(C)(C)C)n2)C1 (stereo not drawn) | . | . | . | -1% | -6 | -5% | -12 | . | .
Cc1cccc(N2C(=O)C3C4CC(=O)C(c5ccccc54)C3C2=O)c1C (stereo not drawn) | -8% | -6% | -2% | 4% | 1 | 0% | -3 | -11% | 0.0%
CCn1c(SCc2nc3ccccc3[nH]2)nnc1-c1cccnc1 | 1% | 8% | -4% | 3% | 0 | -1% | -8 | -1% | 0.0%
CCCc1cc(=O)oc2c(C)c(OCC(=O)NC3CC(C)(C)NC(C)(C)C3)ccc12 | 6% | -2% | 35%[activator] | 10% | -1 | -4% | -3&2 | -26% | -1.2%
Cc1ccc(C)c(N2CCN(C(=O)CCS(=O)(=O)c3ccc4c(c3)NC(=O)C(C)S4)CC2)c1 (stereo not drawn) | -1% | 2% | -5% | 4% | -3 | -2% | -8 | -4% | 1.5%
CCOC(=O)c1ccc(NC(=O)c2ccc(NS(C)(=O)=O)cc2)cc1 | 0% | 7% | -2% | -3% | 1 | -4% | -7 | 15% | -1.0%
Cc1ccccc1C(=O)Nc1nc(-c2nnn(-c3ccc(C(C)C)cc3)c2C)ns1 | -6% | -4% | 1%[57.1 µM] | -3% | -1 | -2% | -2 | 7% | 3.6%
O=C(CNS(=O)(=O)c1cccc2nsnc12)NCc1ccc(Cl)cc1 | 2% | -2% | 11%[57.1 µM] | -3% | -5 | -1% | -4 | -19% | 0.5%
O=C(CCNC(=O)c1ccc(Br)cc1)Nc1cccc(S(=O)(=O)N2CCCCC2)c1 | 0% | 2% | -6% | 1% | -6 | -3% | 1 | -9% | -0.2%
CCN(CC)CCC(c1cc(OC)c(OC)c(OC)c1)c1c(OC)cc(OC)c2c(-c3ccccc3)cc(=O)oc12 (stereo not drawn) | -28% | -5% | -3% | 4%&-2% | 0 | -6%&-5% | 4 | -27% | 0.0%
CCN(Cc1ccccc1)C(=O)CSc1nc(C)cc(C)c1C#N | 1% | -5% | -1% | 1% | -2 | -1% | -4 | -7% | 9.3%
CC1=C(C(=O)N(C)C)CC(CC(=O)NC2CCCC2)C(=O)N1CCCN1CCCC1=O (stereo not drawn) | -2% | 14% | . | -2% | -4 | 0% | -2 | ? | .
O=C(Nc1ccsc1C(=O)NC1CCCCC1)c1ccccc1 | 3% | -1% | 8% | 2% | -3 | -4% | -15 | -19% | 3.9%
O=C(CN1CCN(Cc2ccccc2)CC1)Nc1ccccc1-c1ccccc1 | 0% | 6% | -7% | 0% | -1 | -4% | -19 | -16% | 0.6%
COc1ccc(C2=NOC(C(=O)N3CCN(c4ccccc4OC)CC3)C2)cc1 (stereo not drawn) | 5% | 0% | 0%[57.1 µM] | -3% | 2 | -6% | -2&9 | -18% | 1.5%
Cc1cc(NC(=O)CCC(=O)N(Cc2ccco2)C2(C(=O)NC3CCCCC3)CCCC(C)C2)no1 (stereo not drawn) | 10% | -5% | -5% | 3% | 4 | 1% | -10 | -22% | -0.7%
Cc1cc(C(=O)NCc2ccc(S(N)(=O)=O)cc2)c(C)o1 | -1% | 4% | -3% | 1% | -5 | 0% | -9 | 6% | 2.3%
O=C(c1ccco1)N1CCN(Cc2nnc(-c3cccc(Br)c3)o2)CC1 | ? | 3% | -1%[57.1 µM] | -9% | 1 | -6% | -5 | 2% | 0.3%
Fc1ccc(Cn2cnc3ccccc32)cc1 | -4% | 4% | 2%[57.1 µM] | 0% | -1 | -1% | -4 | -12% | 0.1%
CC(NC(=O)Nc1ncccn1)(C(F)(F)F)C(F)(F)F | -5% | 8% | -2% | 2% | -1 | -5% | -1 | -12% | -0.3%
O=c1[nH]nc(SCCS(=O)(=O)c2ccc(F)cc2)n1-c1ccccc1C(F)(F)F | 2% | 10% | 7% | ? | -1 | -8% | -12 | -13% | 1.1%
Cc1cc(C)n(-c2ccc(C(=O)N3CCN(S(=O)(=O)c4cccc(Br)c4)CC3)cc2)n1 | 1% | -13% | -2% | 0% | 5 | -4% | -9 | -5% | .
Cc1cccc(NC(=S)NC(=O)c2cccs2)n1 | -7% | 14% | -7% | -4% | -1 | 4% | 3 | -3% | -0.1%

Single entries from the results shown:
TrxR1 substrate result of CC(NC(=O)Nc1ncccn1)(C(F)(F)F)C(F)(F)F reads -2%
Glioma ERSR ind result of O=C(CN1CCN(Cc2ccccc2)CC1)Nc1ccccc1-c1ccccc1 reads -4%
RXFP1 ag result of O=C(c1ccco1)N1CCN(Cc2nnc(-c3cccc(Br)c3)o2)CC1 reads 0.3%
LDHA block result of Cc1cc(NC(=O)CCC(=O)N(Cc2ccco2)C2(C(=O)NC3CCCCC3)CCCC(C)C2)no1 (stereo not drawn) reads -10

Retrieved one by one from above, four records:
SMILES | Vif-APOBEC3F blk | mIDH1 inhibitor | TrxR1 substrate | Vif-A3G inh | PI4K2A block | Glioma ERSR ind | LDHA block | USP1 inh | RXFP1 ag
Fc1ccc(Cn2cnc3ccccc32)cc1 | -4% | 4% | 2%[57.1 µM] | 0% | -1 | -1% | -4 | -12% | 0.1%
CC(NC(=O)Nc1ncccn1)(C(F)(F)F)C(F)(F)F | -5% | 8% | -2% | 2% | -1 | -5% | -1 | -12% | -0.3%
CC1=C(C(=O)N(C)C)CC(CC(=O)NC2CCCC2)C(=O)N1CCCN1CCCC1=O (stereo not drawn) | -2% | 14% | . | -2% | -4 | 0% | -2 | ? | .
Cc1cc(C)n(-c2ccc(C(=O)N3CCN(S(=O)(=O)c4cccc(Br)c4)CC3)cc2)n1 | 1% | -13% | -2% | 0% | 5 | -4% | -9 | -5% | .
